# GAA glycogen – GAA glycogen-cleavage inhibition or activation. recombinant GAA, glycogen substrate, Amplex Red glucose oxidase fluorescence. AID 2100. hit rate 0.38% among 300,000. Potency, µM (highest dose often 76.4 µM), without a hit: at the top dose activity change, negative = inhibition, hits mostly inhibitors;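 note: 0% = full enzyme reaction and -100% = no-enzyme basal signal; the screen sought inhibitors and activators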
#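 qHTS, 1536-well; enzyme 4 nM final; cpd up to 77 uM; substrate bovine liver glycogen 30 ug; 50 mM citrate/phosphate pH 5.0, 0.01% Tween-20; 37 C, 40 min; Amplex Red detection 45 min RT; Hill fit → AC50.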
# HttQ103 aggreg – reduces HttQ103-GFP aggregates in PC12 cells | PC12 HttQ103-GFP aggregates, Acumen cytometry, 40 h | Potency, µM (titrated, usually from 46.1 µM), without a hit: at the top dose activity change, negative = inhibition, most hits filed as inhibitors | hit rate 1.1% among 220,000 | AID 1688; note: % is set by controls: 0 for no effect and ±100 for the full control effect; nearly all actives have a fitted effect of over 60% in size
#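 Using laser scanning cytometry, GFP-positive aggregates were counted after lysis of PC12 cells induced with 100 nM tebufenozide to express HTT exon 1 Q103–GFP. Compounds were tested in titration.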
# HTT ATP protect – protects HTT-Q103 PC12 cells, measured by ATP; PC12 HTT-Q103 induced, cytoprotection, ATP luminescence, 40 h; Potency, µM (highest dose often 56.4 µM), without a hit: cytoprotection (ATP increase), actives largely listed as activators; hit rate 0.14% among 230,000; AID 1471;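 note: % of control where 0% means no effect; nearly all actives have a fitted effect of over 45% in size; toxic huntingtin expression switched on by the ecdysone agonist tebufenozide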
#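 Cells were plated at 1500 per well in phenol red-free DMEM with 5% equine and 5% calf serum. Tebufenozide (100 nM final) and compounds were added, then ATPlite reagent, and luminescence was read.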
# GoLoco inh red – inhibitors of human Gai1-RGS12 GoLoco interaction (red fluorophore) | P63096 | Gai1:RGS12 GoLoco peptide FP, rhodamine, 10 min | Potency, µM (doses to about 61.6 µM), for inactives: top-dose activity, negative = inhibition, actives largely listed as inhibitors | hit rate 0.44% among 230,000 | AID 880; active = well fitted inhibition curve with a large enough effect, not every such curve was filed as active; inactive = no such curve, though single readings can be large or run the other way; note: % is set by controls: 0 for no effect and ±100 for the full control effect; nearly all actives have a fitted effect of over 30% in size; many of its hits are not listed in these tables
# Target sequence (P63096 whole entry, looked up): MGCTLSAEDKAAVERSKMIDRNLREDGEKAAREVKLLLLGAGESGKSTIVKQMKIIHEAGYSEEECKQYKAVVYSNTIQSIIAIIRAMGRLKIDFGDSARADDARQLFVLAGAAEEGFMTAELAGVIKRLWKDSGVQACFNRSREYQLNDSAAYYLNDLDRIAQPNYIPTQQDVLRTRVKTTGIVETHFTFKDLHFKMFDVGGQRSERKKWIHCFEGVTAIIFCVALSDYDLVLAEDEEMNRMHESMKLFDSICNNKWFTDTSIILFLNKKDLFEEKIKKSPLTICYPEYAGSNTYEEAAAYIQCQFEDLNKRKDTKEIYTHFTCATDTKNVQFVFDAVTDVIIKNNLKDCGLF
# IMPase Li inh – membrane-permeable IMPase blocker, potentiated with lithium | CHO-M1 cells, IP1 TR-FRET (IP-One), carbachol + lithium | Potency, µM (titrated, usually from 59.4 µM), for inactives: top-dose activity, negative = IMPase inhibition, most hits filed as inhibitors | hit rate 0.35% among 210,000;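 note: IP1 builds up when IMPase is blocked and the TR-FRET signal falls; plate controls were basal vehicle for no effect and high inhibitor control for full effect; nearly all actives have a fitted effect of over 50% in size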
#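 Test compounds were applied to CHO-M1 cells previously cultured for 16–30 h at 2000 per well. A small lithium amount accompanied them; after 30 min at 37C, IP1 was quantified by TR-FRET.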
# aGlu spleen mod – inhibits or activates alpha-glucosidase in human spleen homogenate. human spleen homogenate, 4-MU-alpha-glucoside fluorescence. Potency, µM (titrated, usually from 79.9 µM), without a hit: at the top dose activity change, negative = inhibition, most hits filed as inhibitors. hit rate 0.006% among 240,000. P10253;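 note: 0% = enzyme with vehicle and -100% = no enzyme basal signal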
#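 Compounds were titrated against alpha-glucosidase in spleen homogenate at pH 5.0, with 1 mM 4-methylumbelliferyl substrate for 40 min at 37 C. Reactions were quenched with pH 10 NaOH/glycine and fluorescence measured.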
# GAA inh – blocks human lysosomal alpha-glucosidase; AID 1466; purified human GAA, 4-MU-alpha-glucoside fluorescence; hit rate 0.005% among 200,000; P10253; Potency, µM (highest dose often 76.9 µM), inactives show top-dose activity change, negative = inhibition, usual class: inhibitors;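 note: plate controls were uninhibited enzyme wells for no effect and no-enzyme background for full effect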
#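 Fluorogenic assay: 4 nM human alpha-glucosidase with 400 uM 4-methylumbelliferyl-alpha-D-pyranoside in 50 mM citrate/phosphate, 0.005% Tween-20, pH 5.0, 20 min at room temperature. Compounds tested up to 77 uM; AC50 from Hill fits.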
# Starred values were filed as active, the others as inactive; ? = inconclusive; . = not tested or not shown; [ ] = dose if it differs, or a comment. Unless noted, calls come from the whole dose curve; as a rule, active = well fitted curve in the direction sought with a large enough effect; inconclusive = small, poorly fitted or top-dose-only effect, or another doubt; inactive = no such curve, though single readings can be large; an effect the other way counts as inactive or inconclusive. Potency is the fitted concentration of half-maximal effect.
SMILES,GAA glycogen,HttQ103 aggreg,HTT ATP protect,GoLoco inh red,IMPase Li inh,aGlu spleen mod,GAA inh
CN(C)S(=O)(=O)N1CCC(Oc2ccc(C(=O)NCC(C)(C)CO)cc2)CC1,9%,2%[9.22 µM],-6%[10 µM],-3%,-3%,1%,10%
CCc1cccc(NC(=O)Cc2ccc([N+](=O)[O-])cc2)c1,5%,-5%,16%[10 µM],7%,0%,1%,?
Cc1ccccc1CN(CC1CCC(C(=O)O)CC1)C(=S)Nc1ccccc1F (configuration not stated),2%,9%,-27%,-5%,-6%,0%,2%
O=C(Nc1nccs1)c1ccc(COc2ccccc2Cl)o1,4%,-32%,-70%[inhibitor],9%,1%,0%,0%
CC(C)(C)c1ccc(-n2nc(C#N)c(Cl)cc2=O)cc1,5%,5µM*,-192%[inhibitor],5%,5%,-3%,-6%
OCC1O[C@@H](OC2C(O)C(CO)O[C@@]2(CO)O[C@@H]2OC(CO)C(O)C(O)C2O)C(O)C(O)C1O (some centres not stated),.,.,.,3%,3%,-1%,.
CCS(=O)(=O)N1CCCC(C(=O)NCc2ccccc2Cl)C1 (configuration not stated),1%,-13%,4%[10 µM],-3%,7%[38.3 µM],-3%,2%
CC(O)CNc1nc2c(c(=O)n(C)c(=O)n2C)n1Cc1cccc(C(F)(F)F)c1 (configuration not stated),0%,8%,16%[10 µM],11%,14%[38.3 µM],-12%,-11%
Cc1nn(CC2CC2)c(=O)n1N(C)c1ncc(C(F)(F)F)cc1Cl,-17%,18%,15%[10 µM],9%,7%,-7%,13%
COc1ccc(N=Cc2c(O)c3ccccc3n2C(C)=O)cc1,-28%,24%[9.22 µM],-12%[10 µM],-77%,.,-1%,.
COCCNC(=S)NNc1ccccc1[N+](=O)[O-],?,-4%,-39%[inhibitor],-9%,8%,-2%,-13%
Cc1cnc(C(=O)OCC(=O)NC2CCCC(C)C2C)cn1 (configuration not stated),-14%,12%,-13%[10 µM],-5%,3%[38.3 µM],-5%,-7%
O=C(CSc1nc2ccccc2[nH]1)c1cccs1,-2%,10%,-13%,2%,7%[38.3 µM],-4%,1%
COc1ccc(CCN2C(=O)CC(Cc3cccc(C)c3)C2=O)cc1OC (configuration not stated),-16%,8%[9.22 µM],32%[10 µM],4%,19%,0%,10%
Nc1ccc(-c2nc3ccccc3[nH]2)cc1,-1%,-1%,16%[10 µM],-1%,2%[38.3 µM],-25%,-3%
CN(C)CCNC(=O)/C(=C/c1ccc(-c2ccc(Cl)cc2Cl)o1)NC(=O)c1ccccc1,-8%,35µM*,.,12%,17%,-4%,-3%
Cc1cc(C)c2ccc(=S)[nH]c2n1,-14%,12%,-14%,18%,2%,-1%,-2%
CC(=O)/C=C(\C)NCCNc1c(F)c(F)c(CO)c(F)c1F,-6%,9%,6%,.,.,0%,-10%
O=C(NC1CCCCC1)C(c1ccc2ncccc2c1)N(Cc1ccc(F)cc1)C(=O)c1ccc2c(c1)OCCO2 (configuration not stated),-20%,-21%,-17%,-3%,7%[38.3 µM],-5%,-6%
COc1ccc2c(c1)CCc1c(C(=O)NCc3cccnc3)noc1-2,-3%,14%,-21%[10 µM],-3%,7%,3%,1%
CN1C=CC=C/C1=C1\SC(=S)N(Cc2ccccc2)C1=O,4%,-3%,-28%,4%,17%,-5%,-13%
C[C@]12CC[C@@H]3c4ccc(O)cc4CC[C@H]3[C@@H]1C[C@H](O)C2O (some centres not stated),.,3%,5%,12%,.,.,.
COc1ccc2c(CC(=O)NC3CCCc4ccccc43)coc2c1 (configuration not stated),5%,6%,-5%[10 µM],.,.,-5%,-12%
C=CCn1c(SCC(=O)Nc2cccc3ccccc23)nnc1-c1cnccn1,3%,-8%,-5%,9%,0%[38.3 µM],-8%,?
O=C(CCn1nnc2ccccc21)N/N=C\Cc1ccccc1,-18%,1%,-8%,32%[activator],-4%,-4%,-11%
NNc1nnc(-c2ccccc2)c(-c2ccccc2)n1,?,8%[9.22 µM],-3%,1%,21%[38.3 µM],1%,1%
C/C(N)=C(/C#N)C(=O)COC(=O)CSc1ccccc1,-2%,12%,11%[10 µM],-1%,-14%[38.3 µM],-6%,-25%
CCC(=O)OCC(=O)Nc1cc([N+](=O)[O-])ccc1OC,5%,-6%,-24%,5%,22%,.,-5%
CCOc1cccc(/C=N/Nc2ccc(S(=O)(=O)N(CC)CC)cn2)c1O,-2%,1.4µM*,-66%[inhibitor][10 µM],2%,7%,5%,-3%
C/C=C/C(=O)OCC(=O)Nc1cccc(F)c1,0%,-2%,-18%[10 µM],5%,16%,-16%,2%
Cc1ccccc1C(=O)N1CCN(c2ccc(NC(=O)c3cccnc3Cl)cc2)CC1,-4%,-29%[9.22 µM],-18%[10 µM],-2%,8%,4%,1%
CN1CCCN(C(=O)C2CCC(C(=O)N3CCCN(C)CC3)CC2)CC1 (configuration not stated),-14%,?,-8%,18%,6%,3%,1%
Cc1ccc(-c2nc(N)sc2CC(=O)OCC(=O)NCC2CCCO2)cc1 (configuration not stated),-5%,1%,.,11%,-3%,-11%,0%
CCOc1ccccc1C(=O)Nc1ccc(-n2nncc2C(C)(C)C)cc1,-2%,5%,-23%,3%,14%,.,3%
COc1cccc(Cn2cnc3c(NS(=O)(=O)c4cc(Cl)ccc4Cl)c(C)c(C)cc32)c1,-2%,?,12%[10 µM],-1%,29%[38.3 µM],5%,-2%
Oc1ccc(Cl)cc1C1=NNC(c2cc(Br)cc3c2OCOC3)C1 (configuration not stated),-4%,-6%[9.22 µM],6%[10 µM],50%[activator],2%,-1%,3%
CCC(CC)c1nc(NCCC(=O)O)c2ccccc2n1,6%,-4%,21%,2%,1%[38.3 µM],-4%,-6%
COc1ccc(NC2=C(NCCO)C(=O)c3ccccc3C2=O)cc1,?,-1%,-15%[10 µM],-5%,38%[activator],1%,3%
CCOC(=O)N1CCN(C(=O)COc2ccc([N+](=O)[O-])cc2)CC1,3%,-17%,.,2%,2%,3%,3%
O=C(CNC(=O)C1CCCCC1)OCC(=O)c1ccc(Cl)s1,-8%,-9%,-1%,-7%,-17%,2%,6%

# The closing 4 records of the part above open the next one.
SMILES,GAA glycogen,HttQ103 aggreg,HTT ATP protect,GoLoco inh red,IMPase Li inh,aGlu spleen mod,GAA inh
CCC(CC)c1nc(NCCC(=O)O)c2ccccc2n1,6%,-4%,21%,2%,1%[38.3 µM],-4%,-6%
COc1ccc(NC2=C(NCCO)C(=O)c3ccccc3C2=O)cc1,?,-1%,-15%[10 µM],-5%,38%[activator],1%,3%
CCOC(=O)N1CCN(C(=O)COc2ccc([N+](=O)[O-])cc2)CC1,3%,-17%,.,2%,2%,3%,3%
O=C(CNC(=O)C1CCCCC1)OCC(=O)c1ccc(Cl)s1,-8%,-9%,-1%,-7%,-17%,2%,6%
CCCn1c(SCC(=O)Nc2cccc(C)n2)nnc1-c1ccco1,7%,15%,-7%,8%,3%[38.3 µM],4%,1%
CC(=O)NCCC(=O)Nc1ccc(C)c(F)c1,2%,-23%,-2%[10 µM],-3%,7%,-12%,0%
CC1=C(C)CC(C(=O)NNC(=O)c2ccccc2)C(C(=O)O)C1 (configuration not stated),12%,0%,5%,0%,-7%[38.3 µM],1%,1%
O=S(=O)(O)c1ccc2c(N=Nc3cccc4ccccc34)c(O)c(S(=O)(=O)O)cc2c1,.,.,-4%[10 µM],54%[activator][14.2 µM],1%,.,.
COc1cccc(C(c2sc3nc(C)nn3c2O)N2CCC3(CC2)OCCO3)c1 (configuration not stated),11%,32%,33%[10 µM],1%,3%,9%,-9%
CCS(=O)(=O)N1CCN(c2cccc(C)c2C)CC1,3%,21%,-6%[10 µM],7%,-13%[38.3 µM],-2%,2%
O=C(NCC1CCCO1)c1cc(C(=O)C2CCCCC2)c[nH]1 (configuration not stated),6%,-4%,-27%,-2%,-7%,.,1%
O=C(O)c1ccccc1P(=O)(c1ccccc1)c1ccccc1,?,4%,29%[10 µM],8%,3%,3%,3%
CCOC(=O)C1(Cc2cccc(F)c2)CCN(Cc2ccc(COC)o2)CC1,-4%,-8%[9.22 µM],-6%[10 µM],3%,.,3%,.
Cc1ccc(NC(=S)NC(=O)c2sc3ccccc3c2Cl)c(C(=O)O)c1,?,-15%,21%,19%,?,1%,6%
COc1ccccc1NC(=O)CN1C(=O)C2(OCCCO2)c2ccccc21,1%,-3%,-2%,2%,24%[38.3 µM],-14%,-8%
O=C(NN=C1CCC(=NNC(=O)c2ccccn2)CC1)c1ccccn1,?,3%[9.22 µM],-3%[10 µM],12%,0%,-12%,-6%
COC(=O)c1ccc(Oc2nc(Nc3ccc(F)cc3)nc(N3CCCC3)n2)cc1,0%,3%,-18%,6%,44%[activator][38.3 µM],-3%,-5%
COc1ccc(CNC(=O)CSCc2c(F)cccc2Cl)cc1,-2%,30%[9.22 µM],44%[10 µM],-27%,2%,-2%,3%
Cn1c(=O)c2c(nc(OCc3ccc4c(c3)OCO4)n2Cc2ccccc2Cl)n(C)c1=O,6%,4%,-5%,-3%,4%[38.3 µM],2%,-13%
Cc1nc2ccccc2oc1=O,.,.,14%,0%,22%,-3%,.
CCn1c(NCc2cccs2)nc2ccccc21,2%,-5%,-1%,15%,18%[38.3 µM],-25%,-2%
COCCNC(=O)c1ccc(Cl)c(Cl)c1,-3%,-2%,-5%,-1%,13%,4%,-1%
Cc1c(Cl)cccc1N1CC(C)(C)C1=O,1%,-2%,-37%[inhibitor],0%,12%,-5%,5%
C/C(CC(=O)NC1CCCC1)=N\NC(=O)c1ccc([N+](=O)[O-])c(Cl)c1,-5%,-3%,.,1%,2%,0%,3%
CC1CCN(c2c(NCC3CCC(C(=O)NCc4ccc(F)cc4)CC3)c(=O)c2=O)CC1 (configuration not stated),7%,-11%[9.22 µM],20%[10 µM],10%,.,-2%,.

# Some of the entries above in another layout:
mol | GAA glycogen | HttQ103 aggreg | HTT ATP protect | GoLoco inh red | IMPase Li inh | aGlu spleen mod | GAA inh
COc1ccc(CNC(=O)CSCc2c(F)cccc2Cl)cc1 | -2% | 30%[9.22 µM] | 44%[10 µM] | -27% | 2% | -2% | 3%
Cn1c(=O)c2c(nc(OCc3ccc4c(c3)OCO4)n2Cc2ccccc2Cl)n(C)c1=O | 6% | 4% | -5% | -3% | 4%[38.3 µM] | 2% | -13%
Cc1nc2ccccc2oc1=O | . | . | 14% | 0% | 22% | -3% | .

# An excerpt; rates above refer to the full screens.
